# Assay outcomes from PubChem BioAssay.
# Dynein cargo inh – blocks dynein driven cargo transport along microtubules | 3617.4 mouse cells, GR-EGFP nuclear translocation imaging; test concentration mostly 20 µM; stimulated with dexamethasone, 1 µM; hits give low values | z-score, hits read low | actives 0.47% (n = 220,000);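 active = plate z-score of nuclear minus cytoplasmic receptor signal below a set negative limit, without overly bright fluorescence or cell loss, cut at about -3.5 in these data, passing the limit was not always enough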;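 note: z-score of nuclear minus cytoplasmic ring GR-EGFP intensity difference per well; some compounds called inactive have numbers as strong as hits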
#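 medium = tetracycline-free induction medium containing charcoal-stripped FBS | also added = 1.0 µM final dexamethasone stimulus | schedule = 48 h induction, 1 h compound, 30 min dex at 37 °C | technique = fixed, Hoechst-stained cells imaged at 10x for EGFP | measure = GR-EGFP nuclear translocation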
# M17LAP inhibition – P. falciparum M17LAP inhibitors, primary screen, biochemical, fluorogenic H-Leu-NHMec substrate, 1536-well (AID 1619) | actives 0.38% (n = 220,000) | recombinant M17LAP, H-Leu-NHMec fluorogenic kinetic assay; higher % means a stronger effect | inhibition, % at 30 µM; hits with a dose series show IC50 in µM;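 active = compound inhibiting the enzyme by more than half at any dose during confirmatory dose-response retesting; inconclusive = strong single-dose inhibitors picked by rank but not retested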;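 note: plate controls were full reaction with DMSO carrier for no effect and no enzyme background for full effect; strong numbers were not always called active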
# PMI inhibitors – MPI enzyme activity inhibition – biochemical, fluorescence intensity, coupled assay, primary screen (AID 1209) | purified PMI enzyme, coupled fluorescence intensity; higher % means a stronger effect | inhibition, % at 20 µM; hits with a dose series show IC50 in µM | actives 0.42% (n = 190,000);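 note: plate controls were DMSO vehicle for no effect and wells lacking substrate for full effect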
# M1AAP inhibition – malaria alanyl aminopeptidase activity blockers – biochemical, fluorogenic H-Leu-NHMec substrate, 1536-well (AID 1445); recombinant M1AAP, H-Leu-NHMec fluorogenic kinetic assay; higher % means a stronger effect; one-dose inhibition, % at 30 µM; IC50 in µM for titrated hits; actives 0.42% (n = 220,000);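 active = primary inhibition above the hit cutoff, then over 50% inhibition at one or more dose response concentrations, cut at about 23% in these data, passing the limit was not always enough; inconclusive = conflicting primary data, or primary hits not chosen for dose response; inactive = low primary inhibition, or under 50% at every dose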;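 note: plate controls were DMSO full reaction for no effect and no enzyme background for full effect; strong numbers were not always called active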
# XIAP displacement – small molecules displacing peptide from XIAP – biochemical, IAP family, fluorescence polarization (AID 1018); actives 0.007% (n = 200,000); displacement, % at 20 µM, or IC50 in µM where a hit was titrated; XIAP BIR domain, fluorescence polarization peptide displacement; higher % means a stronger effect; in the data active = displacement above about 50%; note: a part of the inactive calls stands beside numbers as strong as those of hits
# human PMI inhibitors – human PMI inhibitors, high substrate, primary screen, biochemical, fluorescence intensity, high mannose 6-phosphate (AID 1220) | recombinant PMI enzyme, coupled fluorescence intensity; higher % means a stronger effect | inhibition, % at 20 µM; hits with a dose series show IC50 in µM | actives 0.66% (n = 190,000)
# Siah-1 displacement – Siah-1 peptide-binding antagonists, primary screen, biochemical, fluorescence polarization, rhodamine-plectin, uHTS (AID 1817) | Siah-1 / rhodamine-plectin peptide fluorescence polarization; higher % means a stronger effect | displacement, % at 20 µM, or IC50 in µM where a hit was titrated | actives 0.02% (n = 290,000);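 active = displacement of at least 50% at 20 µM, with a fluorescence ratio check between 0.3 and a set limit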;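 note: plate controls were Siah plus tracer with DMSO for no effect and tracer alone without Siah for full effect; strong numbers were not always called active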
# LYP phosphatase – PTPN22 lymphoid phosphatase activity blockers – biochemical, fluorescence intensity, uHTS (AID 1779); recombinant LYP phosphatase, fluorescence intensity; higher % means a stronger effect; inhibition, % at 11.5 µM; hits with a dose series show IC50 in µM; actives 0.054% (n = 290,000);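 note: plate controls were vehicle with enzyme for no effect and no enzyme for full effect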
# AID2073 – disruptors of CaV2.2 binding to Mint1 – biochemical, HTRF (AID 2073); inhibition, % at 20 µM; hits with a dose series show IC50 in µM; actives 0.19% (n = 290,000); HTRF protein-protein interaction, Mint1-CaV2.2; higher % means a stronger effect; in the data active = inhibition mostly above about 51%, no sharp cut-off; inconclusive = no clear call, values can overlap the other calls; inactive = mostly below about 53%; note: some results filed as inactive read as strong as hits
# Dynein cargo inh cytoplasmic EGFP – recorded beside Dynein cargo inh, whose call it bears; z-score; measured here: cytoplasmic GR-EGFP intensity; hits give high values
# Dynein cargo inh nuclear GR-EGFP – further read-out of Dynein cargo inh, marked with its call; z-score; measured here: nuclear GR-EGFP intensity;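 lower value marks the stronger effect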
# Dynein cargo inh cell count – second read-out of Dynein cargo inh, no call of its own (marks repeat the call); z-score; measured here: cell count per field
# An asterisk follows results filed as active; u = inconclusive; x = no result given. Cut-off read from the data, not from the text of the source, unless noted: active = inhibition above about 50%; inactive = the rest.
no.	Compound	Dynein cargo inh	Dynein cargo inh cytoplasmic EGFP	Dynein cargo inh nuclear GR-EGFP	Dynein cargo inh cell count	M17LAP inhibition	PMI inhibitors	M1AAP inhibition	XIAP displacement	human PMI inhibitors	Siah-1 displacement	LYP phosphatase	AID2073
1	O=c1cc(C(F)(F)F)nc(-n2[nH]c3c(c2=O)CCCC3)[nH]1	1.2	0.032	0.57	-3.6	10%	30%	-1%	-0.5%	42%	-3%	-3%	-15%
2	CCc1nc2c(sc3nc(N4CCOCC4)c4c(c32)CC(C)(C)OC4)c(=O)o1	x	x	x	x	x	-4%	x	1.5%	-3%	-1%	-15%	-2%
3	Cc1ccc(F)cc1NC(=O)c1cnccn1	1.3	-0.11	0.26	-1.9	9%	-12%	-2%	-5.2%	-9%	0%	-6%	-2%
4	COc1ccc(-c2csc(NC(=O)c3ccccc3C(=O)O)n2)cc1	-0.44	-0.23	-0.26	1	-5%	-15%	-3%	-4.0%	-2%	6%	-1%	6%
5	COc1ccccc1CNC(=O)CCn1c(=O)oc2ccccc21	1.5	-0.12	1.1	-1.1	1%	-4%	3%	-10%	-5%	-5%	-5%	-2%
6	COc1cccc(C(=O)N2CCN(C3CCC(c4ccccc4)CC3)CC2)c1 (stereo unspecified)	-0.72	-0.051	-0.17	0.22	6%	20%	-4%	-6.7%	7%	3%	-12%	-5%
7	O=C(CN1C(=O)S/C(=C/c2ccc(N3CCOCC3)cc2)C1=O)N1CCOCC1	0.15	0.059	0.21	-0.77	6%	3%	11%	-1.8%	7%	-7%	-1%	0%
8	CN1CCN(c2oc(-c3cccs3)nc2S(=O)(=O)c2ccccc2)CC1	-1.3	-0.19	-0.26	0.2	10%	6%	0%	-1.0%	14%	-1%	-9%	-3%
9	Cc1nn(-c2ccc(F)cc2)c(C)c1CN1CCN(Cc2ccccc2)C(CCO)C1 (stereo unspecified)	2.3	-0.14	1	-0.63	0%	1%	3%	-2.4%	-2%	8%	-7%	4%
10	COc1ccc(C2/C=C\CN(Cc3ccncc3)CC(=O)N2Cc2ccc(F)cc2)cc1 (stereo unspecified)	-0.097	-0.71	-0.093	0.12	-6%	x	1%	x	x	-2%	-6%	-12%
11	COc1ccccc1OCCC(=O)OCC(=O)Nc1ccc(Br)cc1	0.026	-0.19	0.47	0.17	0%	9%	0%	-6.3%	6%	3%	-4%	2%
12	COc1ccc(N/C=C/C(=C(C#N)C#N)N(C)C)cc1	2.4	-0.27	1.1	-1.1	2%	-2%	12%	2.8%	-3%	-4%	-4%	-1%
13	O=C(NCc1cccc(C(F)(F)F)c1)c1cc(Cl)ccc1Cl	0.024	-0.21	0.017	0.4	-6%	-1%	0%	-4.1%	1%	5%	-3%	0%
14	CCOC(=O)Cn1cc(C(=O)c2ccco2)c2ccccc21	2.9	-0.13	1.6	-1.3	16%	0%	6%	-9.2%	6%	9%	0%	-1%
15	Cc1ccc2nc(NC(=O)CCNS(=O)(=O)c3cccs3)sc2c1	3.7	-0.17	1.8	-0.001	2%	14%	6%	36%	9%	2%	-1%	-1%
16	Cc1cc(-c2nnc(CCC(=O)NCc3ccc(F)c(F)c3)o2)no1	0.93	-0.23	0.81	-1	19%	x	0%	-7.1%	x	3%	-4%	14%
17	CCCSc1nnc(CSc2nc3ccccc3s2)n1-c1ccccc1	-0.78	-0.12	-1.1	0.38	9%	11%	8%	-2.2%	6%	-1%	13%	-4%
18	Cc1nn(C(C)(C)C)c(OC(=O)c2ccc3c(c2)OCO3)c1Sc1ccccc1	-0.058	-0.26	0.24	0.43	3%	9%	1%	-6.8%	3%	-1%	5%	5%
19	Cc1cc(C(=O)COC(=O)c2cccnc2Cl)c(C)n1CC1CCCO1 (stereo unspecified)	-0.26	-0.39	-0.68	1	11%	-3%	4%	-2.0%	9%	-3%	1%	-2%
20	CC1(C)CC(=O)C2=C(C1)N(N1CCOCC1)C(N)=C(C#N)C2c1cccs1 (stereo unspecified)	-0.86	-0.25	-0.38	0.97	8%	2%	3%	-6.6%	41%	-4%	-1%	0%
21	COC(=O)C/C=N/N=C1/NC(=O)/C(=C/C(=O)O)S1	-0.73	-0.22	-0.75	1.7	20%	x	1%	x	x	5%	1%	11%
22	CSc1ccccc1NC(=O)c1ccc([N+](=O)[O-])cc1	0.31	-0.2	0.58	0.33	-1%	6%	6%	-3.4%	2%	-3%	-7%	41%
23	CCOC(=O)c1sc(NC(=O)CSc2ncn(-c3ccccc3)n2)nc1C	-0.64	0.32	-0.3	0.82	1%	8%	0%	-3.6%	7%	3%	2%	5%
24	O=C(c1ccc(NS(=O)(=O)c2ccccc2)cc1)N1CCN(Cc2ccc3c(c2)OCO3)CC1	-0.32	-0.19	-0.082	0.54	0%	15%	1%	-0.7%	12%	4%	4%	0%
25	COc1ccc(NC(=O)c2cn(-c3ccccc3)nc2-c2ccncc2)cc1	-0.71	-0.31	-0.17	0.74	3%	4%	3%	-5.8%	12%	6%	-1%	1%
26	Cn1cccc1/C=C1\SC(=S)N(CC(=O)O)C1=O	-0.4	-0.3	-0.45	0.26	u	12%	u	-3.4%	5%	8%	10%	2%
27	CCN(c1ccc(NC(=O)c2ccc(Cl)nc2)cc1)C(C)C	0.39	-0.26	0.51	0.64	-11%	-2%	9%	-3.8%	8%	5%	-1%	-9%
28	O=C(c1cc(S(=O)(=O)N2CCCCC2)c(Cl)cc1N1CCOCC1)N1CCOCC1	-0.54	-0.23	-0.022	0.35	4%	-5%	-2%	1.0%	3%	-1%	1%	-6%
29	CCn1ccnc1CN1CCN(CCC(C)C)C(CCO)C1 (stereo unspecified)	-0.52	-0.12	-0.26	0.77	8%	2%	-2%	-3.9%	0%	11%	-4%	5%
30	O=c1[nH]c(-c2ccccc2F)nc2c1sc(=S)n2Cc1ccccc1	-0.061	-0.26	-0.18	0.57	12%	-10%	5%	-13%	-13%	8%	-9%	-5%
31	Cc1ccc(Oc2nc3ccccn3c(=O)c2/C=C(\C#N)C(=O)Nc2c(C)n(C)n(-c3ccccc3)c2=O)cc1	0.96	-0.28	0.44	0.26	5%	2%	10%	-5.6%	-4%	3%	-4%	7%
32	O=C(CCC(=O)N1CCN(C2CCCCC2)CC1)Nc1nnc(C(F)(F)F)s1	-0.31	-0.27	-0.54	1.1	2%	-2%	-1%	-2.8%	6%	-1%	-6%	-2%
33	Cn1c(=O)oc2ccc(C(=O)CSc3nnnn3-c3ccccc3)cc21	-0.21	-0.16	0.17	-0.29	-3%	-1%	1%	-4.3%	1%	-1%	-10%	3%
34	CCOC(=O)C(NC(=O)c1ccccc1)(N1CCCC1=O)C(F)(F)F (stereo unspecified)	-0.12	-0.21	-0.26	0.82	4%	-2%	6%	-5.1%	8%	-5%	-12%	-6%
35	CCCOc1ccc(NC(=O)CC2C(=O)N(CC)C(=S)N2CCCN2CCN(Cc3ccccc3)CC2)cc1 (stereo unspecified)	-1.1	0.083	-0.34	-0.28	3%	7%	2%	-3.1%	13%	4%	-6%	-11%
36	O=S(=O)(NC(=S)NC1CCCCC1)c1ccccc1	0.11	-0.21	-0.24	0.01	-1%	8%	2%	-2.2%	1%	0%	2%	4%
37	CC1=N/C(=C\c2ccc([N+](=O)[O-])cc2)C(=O)N1c1cc(Cl)ccc1C	-0.74	0.72	-0.28	0.81	1%	8%	-7%	-8.0%	10%	-8%	-2%	-2%
38	CCCc1[nH]nc2c1C(c1cccc(OC(=O)c3ccco3)c1)C(C#N)=C(N)O2 (stereo unspecified)	-0.93	-0.28	-0.18	-0.041	2%	22%	14%	-6.1%	18%	0%	4%	-1%
39	CCN(C(=O)CSc1ccc2ccccc2c1)C1CCS(=O)(=O)C1 (stereo unspecified)	2.4	-0.34	1.1	-0.52	10%	14%	0%	-3.3%	-1%	3%	2%	-1%
40	CCOC(=O)c1c(C)[nH]c(C(=O)NNC(=O)c2ccc(C(C)(C)C)cc2)c1C	-0.3	-0.24	0.21	0.8	7%	-5%	1%	-5.2%	-10%	-3%	1%	3%
41	COC(=O)c1ccccc1N=Nc1c(C)n[nH]c1C	-0.8	0.11	-0.31	0.057	6%	x	1%	x	x	1%	5%	8%
42	O=C(CN1CCCCCC1)Nc1ccc(F)c(F)c1	1.5	-0.22	1.1	-0.8	3%	-5%	1%	-0.7%	-10%	9%	-5%	-3%
43	CCc1nnc(NS(=O)(=O)c2ccc(N/C=C\C(=O)c3ccc(F)cc3)cc2)s1	-0.48	-0.36	-0.091	0.72	44%	-1%	15%	-7.8%	-1%	-2%	-1%	9%

# Gathered by group, those above with an NH in an aromatic ring (5)
no.	Compound	Dynein cargo inh	Dynein cargo inh cytoplasmic EGFP	Dynein cargo inh nuclear GR-EGFP	Dynein cargo inh cell count	M17LAP inhibition	PMI inhibitors	M1AAP inhibition	XIAP displacement	human PMI inhibitors	Siah-1 displacement	LYP phosphatase	AID2073
1	O=c1cc(C(F)(F)F)nc(-n2[nH]c3c(c2=O)CCCC3)[nH]1	1.2	0.032	0.57	-3.6	10%	30%	-1%	-0.5%	42%	-3%	-3%	-15%
30	O=c1[nH]c(-c2ccccc2F)nc2c1sc(=S)n2Cc1ccccc1	-0.061	-0.26	-0.18	0.57	12%	-10%	5%	-13%	-13%	8%	-9%	-5%
38	CCCc1[nH]nc2c1C(c1cccc(OC(=O)c3ccco3)c1)C(C#N)=C(N)O2 (stereo unspecified)	-0.93	-0.28	-0.18	-0.041	2%	22%	14%	-6.1%	18%	0%	4%	-1%
40	CCOC(=O)c1c(C)[nH]c(C(=O)NNC(=O)c2ccc(C(C)(C)C)cc2)c1C	-0.3	-0.24	0.21	0.8	7%	-5%	1%	-5.2%	-10%	-3%	1%	3%
41	COC(=O)c1ccccc1N=Nc1c(C)n[nH]c1C	-0.8	0.11	-0.31	0.057	6%	x	1%	x	x	1%	5%	8%
